RGS7-Gao: human RGS7-Galphao interaction regulation | Multiplexed bead flow cytometry, RGS7-Galphao binding; actives lie on both sides | binding response (% of control), % at 10 µM | 0.35% of 220,000 active; in the data active means binding response below about 49% or above about 150%; inconclusive means no clear call, values can overlap the other calls; inactive means in between;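 further: fluorescent Galphao held in activated GDP-AlF4 state binding bead-coupled RGS7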
Bcl-XL Bim block: disrupts Bim peptide binding to human Bcl-XL; Q07817; bead flow cytometry, fluorescence; inhibition, % at 10 µM; 0.04% of 190,000 active; AID 1007
Target sequence (Q07817 whole entry, looked up): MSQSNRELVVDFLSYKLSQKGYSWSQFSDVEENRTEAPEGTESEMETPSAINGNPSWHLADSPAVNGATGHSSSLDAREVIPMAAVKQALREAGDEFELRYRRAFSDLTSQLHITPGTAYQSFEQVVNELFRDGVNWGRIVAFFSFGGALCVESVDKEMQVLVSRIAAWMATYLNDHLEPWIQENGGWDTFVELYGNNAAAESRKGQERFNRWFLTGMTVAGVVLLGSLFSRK
Bim-Bcl-B: disrupts Bim peptide binding to human Bcl-B. inhibition, % at 10 µM. Q9HD36. 0.073% of 190,000 active. bead-based flow cytometry;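 further: 0% = tracer peptide without compound and 100% = reference inhibitor peptide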
Target sequence (Q9HD36 whole entry, looked up): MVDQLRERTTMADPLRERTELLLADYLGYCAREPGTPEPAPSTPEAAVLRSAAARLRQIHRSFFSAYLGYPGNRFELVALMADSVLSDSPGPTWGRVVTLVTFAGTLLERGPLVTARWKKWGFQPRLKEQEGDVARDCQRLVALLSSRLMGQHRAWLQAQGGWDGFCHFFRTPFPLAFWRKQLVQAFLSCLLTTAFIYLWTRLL
RGS8-Gao reg: modulates binding of RGS8 to human Galphao; P09471; multiplexed bead flow cytometry; actives lie on both sides; response (percent of control binding), % at 10 µM; 0.34% of 220,000 active; AID 1423; in the data active means response below about 60% or above about 140%; inactive means in between;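 further: Galphao activated as the GDP aluminium fluoride complex binding bead-coupled RGS8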
Mcl1 Noxa PPI: Mcl-1/Noxa interaction inhibition. Q07820. TR-FRET Mcl-1/Noxa peptide binding, 2 h. inhibition, % at 21.7 µM. 1.5% of 220,000 active;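 active means compounds that cut the protein-peptide binding signal by more than 50% relative to plate controls in a single-dose test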;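 further: His-tagged Mcl-1 with rhodamine Noxa BH3 peptide and terbium anti-His antibody; 0% = Mcl-1 plus Noxa peptide wells and 100% = peptide-only wells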
Target sequence (Q07820 whole entry, looked up): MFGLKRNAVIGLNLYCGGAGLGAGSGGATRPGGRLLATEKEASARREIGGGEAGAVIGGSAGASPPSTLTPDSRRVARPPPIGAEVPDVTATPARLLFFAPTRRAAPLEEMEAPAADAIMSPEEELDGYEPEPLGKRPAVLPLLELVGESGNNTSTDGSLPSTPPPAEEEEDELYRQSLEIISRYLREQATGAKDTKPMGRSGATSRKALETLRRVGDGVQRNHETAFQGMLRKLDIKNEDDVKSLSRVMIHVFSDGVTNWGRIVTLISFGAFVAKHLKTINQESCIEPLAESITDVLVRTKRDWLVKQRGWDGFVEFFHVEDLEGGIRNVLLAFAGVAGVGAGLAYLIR
RGS4-Gao reg: modulates binding of RGS4 to human Galphao; binding response (% of control), % at 10 µM; 0.33% of 220,000 active; Multiplexed bead flow cytometry; actives lie on both sides; P09471; in the data active means binding response below about 49% or above about 150%; inactive means in between;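 further: fluorescent Galphao activated with aluminum fluoride binding bead-coupled RGS4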
Bim-Bcl-2: disrupts Bim peptide binding to human Bcl-2 | P10415 | Bead-based flow cytometry, Bim peptide-Bcl-2 binding | inhibition, % at 10 µM | 0.06% of 190,000 active | AID 950; in the data active means inhibition above about 40%; inconclusive means no clear call, values can overlap the other calls;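 further: 0% = no compound wells with probe peptide and 100% = reference peptide inhibitor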
Mcl-1 Bim block: human Bim-Mcl-1 interaction inhibition | Bead-based flow cytometry, Bim peptide-Mcl-1 binding | AID 1009 | 0.1% of 190,000 active | inhibition, % at 10 µM;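 further: 0% = no compound tracer wells and 100% = peptide blocker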
Mcl1-Bid inh: disrupts binding of human Mcl-1 to Bid peptide; Q07820; TR-FRET Mcl-1/Bid-Dy647 peptide binding, 1536-well; inhibition, % at 21.7 µM; 0.97% of 220,000 active; AID 1021;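 active means compounds that cut the binding signal by more than half at the single screening dose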;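 further: His-tagged Mcl-1 with europium anti-His antibody binding Bid BH3 peptide; 0% = Mcl-1 plus peptide wells and 100% = peptide-only wells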
Bcl-W Bim block: human Bim-Bcl-W interaction inhibition. bead-based flow cytometry, Bim peptide-Bcl-W binding. inhibition, % at 10 µM. 0.02% of 190,000 active;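 further: 0% = bound tracer without compound and 100% = peptide blocker; higher means less fluorescent Bim peptide bound to Bcl-W beads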
Target sequence (Q92843 whole entry, looked up): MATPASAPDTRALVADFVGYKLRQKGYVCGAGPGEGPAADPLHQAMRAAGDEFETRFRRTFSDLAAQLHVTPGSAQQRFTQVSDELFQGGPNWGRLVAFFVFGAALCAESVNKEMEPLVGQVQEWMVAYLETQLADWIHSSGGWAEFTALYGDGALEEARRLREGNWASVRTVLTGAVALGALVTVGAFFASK
Bfl-1 Bim block: inhibitors of Bim-Bfl-1 interaction, human; Q16548; Bead-based flow cytometry, Bim-Bfl-1 binding inhibition; inhibition, % at 10 µM; 0.12% of 190,000 active;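 further: 0% = wells without compound plus tracer and 100% = blocker peptide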
* marks the source's active call; other numbers are inactive results; ? = inconclusive; nt = not tested or not shown. Unless noted, no stated cut-off is given here; in the data, active means inhibition above about 40%.

RGS7-Gao	Bcl-XL Bim block	Bim-Bcl-B	RGS8-Gao reg	Mcl1 Noxa PPI	RGS4-Gao reg	Bim-Bcl-2	Mcl-1 Bim block	Mcl1-Bid inh	Bcl-W Bim block	Bfl-1 Bim block	compound
101	-5	-4	100	7	100	-1	-3	-13	-4	0	Cc1ccc(-n2c3c(c(O)c(-c4ccccc4)c2=O)C(=O)CC(C)(C)C3)cc1
99	-2	-3	100	36	102	0	0	-87	-1	-4	Cn1c2c(c(=O)[nH]c1=O)C(c1cccc(O)c1)C1=C(N2)c2ccccc2C1=O (configuration not stated)
103	-9	-8	102	4	104	-9	0	-40	0	-10	CN(CC(=O)Nc1ccc(S(N)(=O)=O)cc1)c1ccccc1
99	0	-3	102	7	103	1	1	-3	2	-5	NC(=O)COC(=O)c1cccc(S(=O)(=O)N2CCN(c3ccc(F)cc3)CC2)c1
99	1	-1	100	4	98	3	2	-16	0	-1	COc1ccc(N(C(=O)CNC(=O)c2ccco2)C(C(=O)NC2CCCC2)c2ccncc2)cc1 (configuration not stated)
97	-3	-3	102	3	98	0	-1	-3	-1	0	CC(NC(=O)COC(=O)c1cc(NS(=O)(=O)c2ccc(Cl)c([N+](=O)[O-])c2)ccc1O)C1CC2CCC1C2 (configuration not stated)
?	-4	-3	101	18	96	-2	-3	20	0	-6	CN(CCO)CCOCCOc1cccc2ccccc12
?	nt	nt	99	-15	101	nt	nt	-16	nt	nt	COC(=O)C(NC(=O)C(C)NC(=O)OCc1ccccc1)C(C)C (configuration not stated)
84	1	-4	93	9	91	-4	-1	-1	1	-5	CCCc1nc2ccccc2n1C(=S)SC
100	0	-2	103	12	103	7	1	-16	3	0	COc1ccc(S(=O)(=O)N2CC=C(C(=O)Nc3ccc(NC(C)=O)cc3)CC2)cc1
86	-5	-1	100	15	102	0	2	-19	0	-2	C/C(=N\OCC(=O)Nc1ccccc1C(=O)O)c1cccs1
?	0	-3	100	-7	104	1	0	-10	0	-2	C/C(=N\NC(=O)C(N)=O)c1cccc(C(F)(F)F)c1
101	-6	-1	112	30	106	-2	-2	43	-7	0	O=C(c1cccs1)N1CCN(Cc2cccnc2)CC1
102	-3	-1	98	nt	103	0	-1	-29	0	-1	COC(=O)c1oc2ccccc2c1-n1cccc1
101	0	0	99	11	101	0	0	-30	-1	0	COc1cc(C2C(C#N)=C(C)NC3=C2C(=O)CC(C)(C)C3)ccc1OCCO (configuration not stated)
99	2	-7	101	-2	100	-8	0	-10	2	-10	CCOc1ncccc1C(=O)OCC(=O)Nc1c(C)cccc1C
102	-5	-3	119	-31	103	-1	-1	-7	-4	-2	Cc1nn(-c2ccccc2)c(C)c1C(=O)OCC(=O)N(C)C1CCS(=O)(=O)C1 (configuration not stated)
102	-4	-2	104	4	101	-5	-1	-17	1	-16	Cc1c(C2N3CC4(C)CN2CC(C)(C3)C4=O)c2ccccc2n1C (configuration not stated)
98	-12	-7	97	19	102	-6	-5	-25	-3	-4	COc1ccc(C)cc1NCC(=O)Nc1ccc(C(C)(C)C)cc1
108	2	-1	105	31	104	0	1	41	1	1	CCOC(=O)/C=c1\s/c(=C\c2ccc3c(c2)OCCO3)c(=O)n1CC(=O)NCC1CCCO1 (configuration not stated)
93	-4	-8	98	11	98	-5	3	-61	-2	-6	COc1ccc(-c2nc(CN3CCC(c4ccccc4)CC3)c(C)o2)cc1OC
100	-1	-3	102	0	95	-3	0	-28	0	-5	Fc1ccc(/C=N/Nc2nnnn2-c2ccccc2)cc1
105	nt	nt	106	10	104	nt	nt	-41	nt	nt	CCCCOC(=O)n1c(=S)oc2cc(Cl)ccc21
102	-1	-7	100	-21	106	-9	-2	-12	0	-11	CCN(C(=O)c1ccnc(C(C)(C)C)c1)c1ccccc1
98	-7	-10	98	6	100	-9	-2	-16	0	-16	Cc1cc(C)nc(-n2nc(C)cc2NC(=O)CNCc2ccccc2)n1

Two entries drawn at random from those above:
RGS7-Gao	Bcl-XL Bim block	Bim-Bcl-B	RGS8-Gao reg	Mcl1 Noxa PPI	RGS4-Gao reg	Bim-Bcl-2	Mcl-1 Bim block	Mcl1-Bid inh	Bcl-W Bim block	Bfl-1 Bim block	compound
97	-3	-3	102	3	98	0	-1	-3	-1	0	CC(NC(=O)COC(=O)c1cc(NS(=O)(=O)c2ccc(Cl)c([N+](=O)[O-])c2)ccc1O)C1CC2CCC1C2 (configuration not stated)
108	2	-1	105	31	104	0	1	41	1	1	CCOC(=O)/C=c1\s/c(=C\c2ccc3c(c2)OCCO3)c(=O)n1CC(=O)NCC1CCCO1 (configuration not stated)

Next part
RGS7-Gao	Bcl-XL Bim block	Bim-Bcl-B	RGS8-Gao reg	Mcl1 Noxa PPI	RGS4-Gao reg	Bim-Bcl-2	Mcl-1 Bim block	Mcl1-Bid inh	Bcl-W Bim block	Bfl-1 Bim block	compound
?	-1	-2	101	19	99	0	-1	-9	0	-5	CCNC(=O)Nc1ccccc1C(=O)OC
121	-9	-43	93	-1	100	-4	-12	-5	-1	24	CCOC(=O)c1c(NC(=O)c2ccccc2Cl)sc2c1CCc1ccccc1-2
104	-3	-2	100	20	104	0	-4	-21	-5	1	Cc1ccc2nc(Cl)c(C3CC(c4cccs4)=NN3C(=O)CCC(=O)O)cc2c1 (configuration not stated)
86	-4	0	93	17	89	-1	-2	-49	-1	-4	CCOc1cc2[nH]c(=O)n(CCCN3CCN(c4ccc(OC)cc4)CC3)c(=O)c2cc1OCC
101	-2	-3	103	-1	100	-3	-1	-26	3	-8	CCc1nnc(NC(=O)Nc2ccc(OC)cc2)s1
105	-6	-7	100	-6	104	-14	-7	-28	-3	-17	O=C(NCc1ccc2c(c1)OCO2)c1ccc(=O)[nH]c1
103	-6	-4	103	9	102	-4	-2	-28	0	-9	COc1ccccc1N1C(=O)C2CC=CC(C)C2C1=O (configuration not stated)
98	-1	0	103	-14	100	-1	0	-30	0	0	O=c1cc(Nc2cccc(Br)c2)[nH]c(=O)[nH]1
100	0	0	98	-7	96	-3	0	-16	0	0	CC(C)OCC(O)CSc1ccccn1 (configuration not stated)
102	-3	-1	104	7	99	0	-2	-27	-4	-4	O=C(CSc1nncs1)NCCCc1ccccc1
71	-2	-4	103	-2	75	0	0	-10	0	-4	Cc1ccc(S(=O)(=O)N2CCC(NC(=O)c3cccc(C)c3)CC2)cc1
102	-1	-2	99	9	98	-3	-8	-35	-6	-4	CC(NC=C1C(=O)OC(C)(C)OC1=O)C(=O)O (configuration not stated)
?	0	1	98	49	98	0	0	-43	4	5	CN1CCN(c2ccccc2NC(=O)c2ccc(N3CCCC3)c([N+](=O)[O-])c2)CC1
96	-1	-2	96	2	95	-2	0	-18	-3	-5	Cc1ccc(NC(=O)CSc2ccc(-c3ccco3)nn2)cc1
99	0	0	102	5	100	-1	0	-26	-3	-3	CCOC(=O)C1=C(C)N=C2SC(C(=O)OC)=CC(=O)N2C1c1cccc(OC)c1 (configuration not stated)
86	-7	-3	83	-24	86	-3	-2	-2	-4	-4	COCCNC(=O)CN1C(=O)CSc2ncccc21
103	-1	-1	80	-6	103	-1	-2	-4	0	-4	C=CCN(CC=C)C(=O)c1ccc(OC2CCN(Cc3ccccn3)CC2)cc1
88	-4	-6	95	7	92	-2	0	-17	-2	-4	CC(C)=CCN1CCN(Cc2nc(C(C)C)cs2)CC1CCO (configuration not stated)
93	-4	-8	98	7	96	-8	1	-6	2	-13	CC(=O)c1cccc(NC(=O)c2cc3ccccn3n2)c1
108	-2	-4	103	16	105	1	2	-47	0	0	CCOC(=O)N1CCC(N(CCN(C)C)C(=S)Nc2cccc(SC)c2)CC1
?	nt	nt	105	6	131	nt	nt	-4	nt	nt	COC(=O)c1ccc(NC(=O)CSc2nc3ncccc3[nH]2)cc1
100	-9	-13	100	-3	99	-14	-5	-2	-3	-10	CC(C)c1cc(C(=O)NC2CCCCC2)no1
97	-10	-8	97	24	101	-6	-1	2	4	-9	COC(=O)c1cccc(S(=O)(=O)N(Cc2ccco2)Cc2cc3cc(OC)ccc3[nH]c2=O)c1
98	-3	-5	103	9	104	-5	2	-26	-2	-12	O=C(CN1C2=NCCN2c2ccccc21)c1ccc2c(c1)OCO2
97	-3	-2	99	14	101	-1	0	-6	0	-1	OC(COCc1ccccc1)CN1CCN(c2ccccc2F)CC1 (configuration not stated)
104	-6	-8	103	10	101	-8	0	94*	0	-10	CC(=O)Nc1cccc(NC(=O)Nc2ccc(C(C)=O)cc2)c1
111	-13	-35	88	49	96	1	-2	-38	-5	22	CCOc1ccc(N2CSC3=C(C#N)C(c4ccco4)CC(=O)N3C2)cc1 (configuration not stated)
97	-3	-4	101	26	102	-3	0	-5	0	-3	Cc1cc(C)cc(NC(=S)Nc2ccc(Cl)c(Cl)c2)c1
100	0	-4	106	2	105	-6	0	7	-3	-7	CC(C)CNC(=O)c1cccc(NC(=O)CCc2ccccc2)c1
102	-2	-3	104	8	97	-1	0	-6	-2	-4	COCCNC(=O)c1cc2nc(-c3ccccc3)cc(C)n2n1
100	-7	-2	104	-11	103	-3	-3	10	-3	-13	Cc1ccc2nc(SCC(=O)O)nc(C)c2c1

Part of the list above in order of molecular weight, low to high.
RGS7-Gao	Bcl-XL Bim block	Bim-Bcl-B	RGS8-Gao reg	Mcl1 Noxa PPI	RGS4-Gao reg	Bim-Bcl-2	Mcl-1 Bim block	Mcl1-Bid inh	Bcl-W Bim block	Bfl-1 Bim block	compound
100	-9	-13	100	-3	99	-14	-5	-2	-3	-10	CC(C)c1cc(C(=O)NC2CCCCC2)no1
100	-7	-2	104	-11	103	-3	-3	10	-3	-13	Cc1ccc2nc(SCC(=O)O)nc(C)c2c1
93	-4	-8	98	7	96	-8	1	-6	2	-13	CC(=O)c1cccc(NC(=O)c2cc3ccccn3n2)c1
86	-7	-3	83	-24	86	-3	-2	-2	-4	-4	COCCNC(=O)CN1C(=O)CSc2ncccc21
102	-2	-3	104	8	97	-1	0	-6	-2	-4	COCCNC(=O)c1cc2nc(-c3ccccc3)cc(C)n2n1
104	-6	-8	103	10	101	-8	0	94*	0	-10	CC(=O)Nc1cccc(NC(=O)Nc2ccc(C(C)=O)cc2)c1
98	-3	-5	103	9	104	-5	2	-26	-2	-12	O=C(CN1C2=NCCN2c2ccccc21)c1ccc2c(c1)OCO2
100	0	-4	106	2	105	-6	0	7	-3	-7	CC(C)CNC(=O)c1cccc(NC(=O)CCc2ccccc2)c1
97	-3	-4	101	26	102	-3	0	-5	0	-3	Cc1cc(C)cc(NC(=S)Nc2ccc(Cl)c(Cl)c2)c1
?	nt	nt	105	6	131	nt	nt	-4	nt	nt	COC(=O)c1ccc(NC(=O)CSc2nc3ncccc3[nH]2)cc1
97	-3	-2	99	14	101	-1	0	-6	0	-1	OC(COCc1ccccc1)CN1CCN(c2ccccc2F)CC1 (configuration not stated)
99	0	0	102	5	100	-1	0	-26	-3	-3	CCOC(=O)C1=C(C)N=C2SC(C(=O)OC)=CC(=O)N2C1c1cccc(OC)c1 (configuration not stated)
108	-2	-4	103	16	105	1	2	-47	0	0	CCOC(=O)N1CCC(N(CCN(C)C)C(=S)Nc2cccc(SC)c2)CC1
97	-10	-8	97	24	101	-6	-1	2	4	-9	COC(=O)c1cccc(S(=O)(=O)N(Cc2ccco2)Cc2cc3cc(OC)ccc3[nH]c2=O)c1

Screens deposited in PubChem BioAssay by several laboratories.
